Compound activity deposited in PubChem BioAssay by National Center for Advancing Translational Sciences (NCATS).
RXFP1 ag – qHTS Assay for Agonists of the Relaxin Receptor RXFP1; Relaxin receptor 1 (Homo sapiens), Q9HBX9; HEK293T-RXFP1 cAMP TR-FRET, 30 min; response scale: percent of porcine relaxin response, buffer zero; Potency, µM (top dose mostly 57.5 µM), for the others: top-dose activation, usual class: activators; hit rate 0.3% among 370,000; AID 2676, 2010; also: potency is read from the fitted curve at half-maximal effect; % is scaled to controls: 0 for no effect and ±100 for the full control effect; nearly all actives have a fitted effect of over 60% in size; many of its hits are not listed in these tables
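HEK293T cells stably expressing RXFP1 were pretreated with the PDE4 inhibitor Ro 20174, exposed to compounds for 30 min at 37C, lysed, and cAMP was read by TR-FRET. Data normalized to buffer (basal) and 29 nM porcine relaxin (100%).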
GRP78 ERSR act – qHTS for Inducers of the Endoplasmic Reticulum Stress Response (ERSR) in Human Glioma: qHTS | U87-MG GRP78 promoter luciferase reporter, 16 h | Potency, µM, for the others: at the highest dose activation, most hits filed as activators | hit rate 0.02% among 420,000 | AID 602332, 2012; also: potency is read from the fitted curve at half-maximal effect; series mostly up to about 76 µM; % of control where 0% means no effect; nearly all actives have a fitted effect of over 35% in size
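Stably transfected U87-MG glioma cells carrying a GRP78-based luciferase sensor; 16 h compound incubation. Luminescence end-point read 10 min after Bright-Glo addition at room temperature.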
D2 PAM – HTS Assay for Positive Allosteric Modulators of the Human D2 Dopamine Receptor: Primary Screen for Potentiators | HEK293 T-REx D2, calcium flux, EC20 dopamine potentiation | D(2) dopamine receptor (Homo sapiens), P14416 | hit rate 0.34% among 340,000 | potentiation, % at 10 µM | AID 485347, 2010;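 active = potentiation over 3 SD above the plate norm, cut at about 30% in these data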; also: 0% is about no effect
Target sequence (P14416 whole entry, looked up): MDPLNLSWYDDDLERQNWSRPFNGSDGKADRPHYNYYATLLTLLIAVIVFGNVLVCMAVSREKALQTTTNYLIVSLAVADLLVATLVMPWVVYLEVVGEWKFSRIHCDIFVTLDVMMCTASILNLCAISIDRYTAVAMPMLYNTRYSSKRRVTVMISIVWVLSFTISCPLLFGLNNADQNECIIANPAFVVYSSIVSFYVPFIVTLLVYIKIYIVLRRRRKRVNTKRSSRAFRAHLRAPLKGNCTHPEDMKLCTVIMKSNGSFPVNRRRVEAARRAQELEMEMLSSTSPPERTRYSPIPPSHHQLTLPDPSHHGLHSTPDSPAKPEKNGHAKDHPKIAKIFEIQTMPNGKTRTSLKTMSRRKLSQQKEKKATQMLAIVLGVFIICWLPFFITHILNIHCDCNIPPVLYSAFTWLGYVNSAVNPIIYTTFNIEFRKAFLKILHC
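Using a no-wash calcium dye in inducible, force-coupled HEK293 Trex cells expressing D2, we tracked fluorescence each second for 180 s after compound, then for 180 s after EC20 dopamine to detect augmented signalling.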
D1 ag – Allosteric Agonists of the Human D1 Dopamine Receptor: qHTS | HEK293 T-REx D1 cells, calcium flux, agonist mode | hit rate 1% among 360,000 | activation, % at 2 µM | AID 504660, 2011 | D(1A) dopamine receptor (Homo sapiens), P21728; in the data active = activation above about 30%; also: 0% is about no effect
Target sequence (P21728 whole entry, looked up): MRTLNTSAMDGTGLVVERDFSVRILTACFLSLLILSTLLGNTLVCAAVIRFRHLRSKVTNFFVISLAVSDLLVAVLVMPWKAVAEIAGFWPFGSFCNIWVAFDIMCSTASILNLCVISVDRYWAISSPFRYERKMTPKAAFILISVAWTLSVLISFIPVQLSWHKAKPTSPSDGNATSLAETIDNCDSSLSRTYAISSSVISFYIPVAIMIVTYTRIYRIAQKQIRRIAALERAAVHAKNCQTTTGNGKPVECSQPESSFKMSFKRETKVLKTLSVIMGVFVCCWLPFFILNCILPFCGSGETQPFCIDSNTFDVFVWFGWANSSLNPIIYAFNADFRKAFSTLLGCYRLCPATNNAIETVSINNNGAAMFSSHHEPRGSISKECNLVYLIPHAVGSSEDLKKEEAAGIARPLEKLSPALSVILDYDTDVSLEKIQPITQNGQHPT
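Inducible HEK293 T-REx D1 cells, force-coupled to calcium signalling, were plated at 4000 cells/well with tetracycline and held overnight at 30 C. After no-wash calcium dye loading, compound-evoked calcium rise over 180 s flagged agonists.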
Vif-APOBEC3G blk – qHTS for Inhibitors of Vif-A3G Interactions: qHTS | DNA dC->dU-editing enzyme APOBEC-3G (Homo sapiens), Q9HC16 | HeLa A3G-eYFP + Vif (tagged APOBEC3G with the HIV-1 protein that degrades it), YFP fluorescence, overnight | Potency, µM (highest dose often 46.1 µM), without a hit: at the highest dose activity, negative = active, most hits filed as inhibitors | hit rate 0.076% among 410,000 | AID 602310, 2012;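 also: potency is read from the fitted curve at half-maximal effect; % is scaled to controls: 0 for no effect and ±100 for the full control effect; nearly all actives have a fitted effect of over 60% in size; hits raise eYFP signal because A3G escapes Vif-driven loss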
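Read-out is eYFP fluorescence (Ex 488/Em 500-530) from Vif-expressing HeLa A3G-eYFP cells; more signal means A3G escaped Vif-mediated degradation. Cells plated overnight, compound pinned in, incubated overnight at 37 deg C.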
D1 antagonist – Antagonist of Human D 1 Dopamine Receptor: qHTS; hit rate 3.2% among 360,000; activity change, negative = inhibition, % at 10 µM; HEK293 TREx D1 cells, calcium flux, dopamine EC80; active compounds read low; D(1A) dopamine receptor (Homo sapiens), P21728; in the data active = activity change below about -30%; also: % is scaled to controls: 0 for no effect and ±100 for the full control effect
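Cells carrying a force-coupled, tetracycline-inducible human D1 receptor report calcium flux. Each well gets a 10 s baseline, compound with 180 s monitoring, then an EC80 dopamine stimulus with a second 180 s kinetic read.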
Vif-APOBEC3F blk – qHTS for Inhibitors of Vif-A3F Interactions: qHTS | Potency, µM (top dose mostly 46.1 µM), without a hit: top-dose activity, negative = active | hit rate 0.2% among 390,000 | HeLa A3F-eYFP + Vif (tagged APOBEC3F with the HIV-1 protein that degrades it), YFP fluorescence increase; also: potency is read from the fitted curve at half-maximal effect; % of control where 0% means no effect; nearly all actives have a fitted effect of over 65% in size
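HeLa cells stably expressing Vif plus C-terminally eYFP-tagged A3F were seeded, incubated overnight at 37 deg C, dosed with compound, incubated overnight again at 37 deg C. Yellow fluorescence (Ex 488/Em 500-530) reported blocked Vif-mediated A3F-eYFP degradation.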
D1 potentiator – Potentiators of Human D1 Dopamine Receptor: qHTS; D(1A) dopamine receptor (Homo sapiens), P21728; HEK293 TREx D1 cells, calcium flux, dopamine EC20 potentiation; potentiation, % at 10 µM; hit rate 0.036% among 360,000; in the data active = potentiation above about 30%; also: 0% is about no effect
LDHA block – qHTS assay for inhibitors of human lactate dehydrogenase; L-lactate dehydrogenase A chain (Homo sapiens), P00338; purified LDHA, NADH/diaphorase-resazurin fluorescence; active compounds read low; activity change, % (values are at about 110 or 230 µM); hit rate 0.15% among 480,000; in the data active = activity change below about -30%; inconclusive = mostly about -25% to -30%;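 also: plate controls were DMSO wells for no effect and wells without enzyme for full effect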
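Human LDH5 (2 nM) was incubated with 0.06 mM NADH and 0.2 mM pyruvate for 5 min at room temperature in Tris pH 7.4. Remaining NADH was coupled through diaphorase/resazurin, and resorufin fluorescence was read at 0 and 20 min.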
* = called active by the depositor. Unless noted, calls follow the shape of the dose curve; as a rule, active = well fitted curve in the direction sought with a large enough effect; inconclusive = small, poorly fitted or top-dose-only effect, or another doubt; inactive = no such curve, though single readings can be large; an effect the other way counts as inactive or inconclusive.

Screening Cc1ccc(NC(=O)C2CCC(CNS(=O)(=O)c3csc(C(N)=O)c3)CC2)cc1Cl (configuration not stated) returned RXFP1 ag 1.8%, GRP78 ERSR act -3%, D2 PAM 0, D1 ag 3, Vif-APOBEC3G blk 3%, D1 antagonist -4, Vif-APOBEC3F blk 4%, D1 potentiator -4 and LDHA block -5.
`CC(C)=C1C2CCC1C1C(=O)N(c3ccc4c(c3)OCO4)C(=O)C21` (configuration not stated) gave RXFP1 ag 0.1%, GRP78 ERSR act 1%, D2 PAM -17, D1 ag 5, Vif-APOBEC3G blk 2%, D1 antagonist -3, Vif-APOBEC3F blk -1%, D1 potentiator 2 and LDHA block 6.
`O=C1CC(NS(=O)(=O)c2cccnc2)CN1c1ccc(F)cc1` (configuration not stated) gave RXFP1 ag 1.4%, GRP78 ERSR act -3%, D2 PAM 5, D1 ag 4, Vif-APOBEC3G blk 0%, D1 antagonist 3, Vif-APOBEC3F blk -14%, D1 potentiator -3 and LDHA block -4.
For Cc1ccccc1N(CC(=O)NC(C)(C)C)C(=O)CS(=O)CC(=O)Nc1ccc2c(c1)OCO2 (configuration not stated) the results were RXFP1 ag 0.4%, GRP78 ERSR act 0%, D2 PAM 4, D1 ag 2, Vif-APOBEC3G blk 2%, D1 antagonist 8, Vif-APOBEC3F blk 4%, D1 potentiator 2 and LDHA block 8.
For CCN(CC)C(=O)C1=C(C)N(CCC2=CCCCC2)C(=O)C(CC(=O)NCCCCc2ccccc2)C1 (configuration not stated) the results were GRP78 ERSR act 0%, Vif-APOBEC3G blk -1%, Vif-APOBEC3F blk -1% and LDHA block -1.
Screening CCOCC(=O)NC1CCc2cc(OC)c(OC)c(OC)c2-c2ccc(SC)c(=O)cc21 (configuration not stated) returned GRP78 ERSR act -4%, Vif-APOBEC3G blk -48%, Vif-APOBEC3F blk 0% and LDHA block -16.
O=C(c1cnc(N2CCOCC2)c2ccccc12)N1CCN(c2ccc(F)cc2)CC1 was read as RXFP1 ag 4.2%, GRP78 ERSR act -2%, D2 PAM 8, D1 ag 2, Vif-APOBEC3G blk 2%, D1 antagonist 20, Vif-APOBEC3F blk -19%, D1 potentiator 1 and LDHA block 0.
Screening N/C(Cn1cncn1)=N\NC(=O)C(=O)Nc1ccc(Cl)cc1Cl returned RXFP1 ag 0.2%, GRP78 ERSR act 0%, D2 PAM 7, D1 ag 1, Vif-APOBEC3G blk -1%, D1 antagonist 4, Vif-APOBEC3F blk -21%, D1 potentiator 1 and LDHA block -2.
Screening CC(C)C(=O)n1nc(-c2cccnc2)nc1NCc1ccc(F)cc1 returned RXFP1 ag -2.3%, GRP78 ERSR act -4%, D2 PAM 46*, D1 ag 1, Vif-APOBEC3G blk -2%, D1 antagonist 3, Vif-APOBEC3F blk -6%, D1 potentiator 3 and LDHA block -1.
`O=C(CN1CCN(Cc2ccc(F)cc2)C1=O)NCc1ccc(F)cc1` gave RXFP1 ag -1.8%, GRP78 ERSR act -3%, D2 PAM -8, D1 ag 2, Vif-APOBEC3G blk 3%, D1 antagonist -9, Vif-APOBEC3F blk -1%, D1 potentiator -2 and LDHA block 2.
For C[C@@H]1CN([C@@H](C)CO)C(=O)CCCn2nncc2CO[C@H]1CN(C)S(=O)(=O)c1ccccc1C#N the results were GRP78 ERSR act -3%, Vif-APOBEC3G blk -6%, Vif-APOBEC3F blk -7% and LDHA block -5.
Cc1ccc(NC(=O)CCC(=O)NNC(=S)Nc2ccc(F)cc2F)cc1C was read as RXFP1 ag 0.2%, GRP78 ERSR act 1%, D2 PAM -14, D1 ag 4, Vif-APOBEC3G blk 0%, D1 antagonist -15, Vif-APOBEC3F blk 3%, D1 potentiator 1 and LDHA block -2.
For COC(=O)c1cc(-c2cccs2)nn1-c1ccccc1 the results were RXFP1 ag 2.9%, GRP78 ERSR act -1%, D2 PAM -6, D1 ag 1, Vif-APOBEC3G blk -2%, D1 antagonist 2, Vif-APOBEC3F blk 2%, D1 potentiator -3 and LDHA block -4.
For COC(=O)c1ccccc1NC(=O)c1ccc2c(c1)CCN2S(C)(=O)=O the results were RXFP1 ag -1.2%, GRP78 ERSR act 1%, D2 PAM 14, D1 ag 1, Vif-APOBEC3G blk 1%, D1 antagonist -7, Vif-APOBEC3F blk 3%, D1 potentiator -2 and LDHA block -4.
`O=C(NCc1ccccc1)c1cccc(COc2cccc(Cl)c2)c1` gave RXFP1 ag 1.7%, GRP78 ERSR act -4%, D2 PAM 2, D1 ag 2, Vif-APOBEC3G blk 2%, D1 antagonist -10, Vif-APOBEC3F blk 7%, D1 potentiator -3 and LDHA block 4.
CC(=O)C1=C(C)Nc2ncnn2C1c1ccccc1F (configuration not stated) was read as RXFP1 ag 0.0%, GRP78 ERSR act 2%, D2 PAM -7, D1 ag 2, Vif-APOBEC3G blk 5%, D1 antagonist 1, Vif-APOBEC3F blk 5%, D1 potentiator 5 and LDHA block -5.
COc1cc(/C=C(/C#N)C(=O)NC(C)c2ccccc2)cc(OC)c1O (configuration not stated) was read as RXFP1 ag 2.0%, GRP78 ERSR act -1%, D2 PAM 16, D1 ag 95*, Vif-APOBEC3G blk inconclusive, D1 antagonist 4, Vif-APOBEC3F blk inconclusive, D1 potentiator 1 and LDHA block 12.
Screening COc1cc(C)c(CN2CCC(n3nccc3NC(=O)C3CC3)CC2)cc1C returned RXFP1 ag 2.6%, GRP78 ERSR act -4%, D1 ag 0, Vif-APOBEC3G blk 2%, D1 antagonist -5, Vif-APOBEC3F blk -16%, D1 potentiator -2 and LDHA block -3.
Screening CCOc1ccc(OCCNCc2ccc(OC(C)C(=O)N(C)C)c(OCC)c2)cc1 (configuration not stated) returned RXFP1 ag -2.5%, GRP78 ERSR act -4%, D2 PAM 14, D1 ag 56*, Vif-APOBEC3G blk 0%, D1 antagonist 10, Vif-APOBEC3F blk 1%, D1 potentiator -2 and LDHA block -16.
CC1(C)CC(=O)C=C(c2ccc(-c3ccccc3)cc2)C1=O was read as GRP78 ERSR act 3%, Vif-APOBEC3G blk -1%, Vif-APOBEC3F blk -15% and LDHA block -3.
`Cc1nc2c(=O)[nH]c(=S)n(C)c2nc1C` gave RXFP1 ag 2.6%, GRP78 ERSR act -3%, D2 PAM -1, D1 ag 2, Vif-APOBEC3G blk 1%, D1 antagonist 9, Vif-APOBEC3F blk 3%, D1 potentiator -2 and LDHA block -11.
Screening CC(C)C[C@H](NC(=O)NCc1ccccc1Cl)C(=O)O returned RXFP1 ag 1.2%, GRP78 ERSR act -1%, D2 PAM 2, D1 ag 1, Vif-APOBEC3G blk 3%, D1 antagonist -10, Vif-APOBEC3F blk 2%, D1 potentiator 0 and LDHA block -8.
For CCC(c1nnnn1C1CCCCC1)N1CCN(C2CCCC2)CC1 (configuration not stated) the results were RXFP1 ag 1.4%, GRP78 ERSR act -3%, D2 PAM 8, D1 ag 0, Vif-APOBEC3G blk 2%, D1 antagonist -6, Vif-APOBEC3F blk 0%, D1 potentiator -1 and LDHA block 1.
CCCNC(=O)C1CC(c2ccc(C(F)(F)F)cc2)=NO1 (configuration not stated) was read as RXFP1 ag 0.1%, GRP78 ERSR act 0%, D1 ag 16, Vif-APOBEC3G blk 1%, D1 antagonist -3, Vif-APOBEC3F blk 6%, D1 potentiator -5 and LDHA block -4.
`COc1ccc(NC(=O)Nc2ccc3nsnc3c2)cc1` gave RXFP1 ag 0.8%, GRP78 ERSR act 5%, D2 PAM -5, D1 ag 14, Vif-APOBEC3G blk 0%, D1 antagonist -37*, Vif-APOBEC3F blk 0%, D1 potentiator -6 and LDHA block 9.
CC12CC(O)C3C(CCC4=CC(=O)CCC43C)C1CCC2=CCO (configuration not stated) was read as GRP78 ERSR act -1%, Vif-APOBEC3G blk 2%, Vif-APOBEC3F blk 7% and LDHA block -6.
For CCOC(=O)C(C)Oc1ccc(C2NC(=O)NC(C)=C2C(C)=O)cc1Br (configuration not stated) the results were RXFP1 ag -0.8%, GRP78 ERSR act 3%, D2 PAM 7, D1 ag -1, Vif-APOBEC3G blk -5%, D1 antagonist -12, Vif-APOBEC3F blk -1%, D1 potentiator 1 and LDHA block 1.
Screening CN(C)S(=O)(=O)c1ccc(Cl)c(C(=O)NC2CCCCCCC2)c1 returned RXFP1 ag -0.4%, GRP78 ERSR act 0%, D2 PAM -3, D1 ag 3, Vif-APOBEC3G blk 1%, D1 antagonist 4, Vif-APOBEC3F blk 2%, D1 potentiator -8 and LDHA block -9.
`CC(C)[C@H](NC(=O)c1ccccc1F)C(=O)Nc1ccc2c(c1)OCO2` gave RXFP1 ag 0.3%, GRP78 ERSR act -5%, D2 PAM -12, D1 ag 0, Vif-APOBEC3G blk 2%, D1 antagonist 19, Vif-APOBEC3F blk -12%, D1 potentiator -3 and LDHA block -4.
For Cc1ccc(NC(=O)Cn2ccn(-c3ccccc3)c(=O)c2=O)cc1 the results were RXFP1 ag 1.3%, GRP78 ERSR act -4%, D2 PAM 3, D1 ag -2, Vif-APOBEC3G blk 0%, D1 antagonist 6, Vif-APOBEC3F blk 1%, D1 potentiator -2 and LDHA block -2.

The list is partial. The share of hits here may be higher or lower than overall.
